SUMO1 PPI mod = modulators of human SUMO1-mediated protein-protein interactions. SUMO1 binding to a labelled peptide, TR-FRET, 1 h. 360,000 tested, 0.33% active. P63165. AID 602429. inhibition, % at 20 µM; in the data active = inhibition above about 37%
Target sequence (P63165 whole entry, looked up): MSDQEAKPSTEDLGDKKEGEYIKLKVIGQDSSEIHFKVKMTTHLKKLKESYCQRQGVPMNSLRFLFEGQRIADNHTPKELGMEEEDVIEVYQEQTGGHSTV
NadD block = NadD (S. aureus) enzyme inhibition; purified NadD enzyme, colorimetric absorbance read-out; inhibition, % at 20 µM; 360,000 tested, 0.78% active; in the data active = inhibition above about 26%; also: some compounds past the cut are filed as inactive
Neddylation inh = inhibitors of human cullin neddylation; TR-FRET cullin neddylation, biochemical; calls only at 25 µM; P61081+Q13564; 360,000 tested, 0.58% active; in the data active = inhibition above about 36%
Rin1 Abl inh = blocks binding of human Rin1 to Abl. TR-FRET Rin1/Abl binding, biochemical. 360,000 tested, 0.4% active. inhibition, % at 7.35 µM; in the data active = inhibition above about 5%, passing the limit was not always enough
DNMT1 block = blocks human DNA methyltransferase DNMT1; P26358; DNMT1 molecular beacon, Hinp1I cleavage, fluorescence; inhibition (reported as % activation of signal), % at 10 µM; 360,000 tested, 0.83% active; AID 588458; in the data active = inhibition above about 50%
CSN deneddyl inh = blocks human CSN-mediated cullin deneddylation; Q92905; Purified CSN, SCF-Nedd8-OG deneddylation, fluorescence polarization; inhibition, % at 12.5 µM; 360,000 tested, 0.38% active; AID 651999;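 active = pattern-corrected inhibition above about 35%, with an unprinted fluorescence ratio check between 0.5 and 1.5, limit read from the data, passing the limit was not always enough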;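 also: 0% = enzyme with substrate and 100% = substrate without enzyme; some results filed as inactive read as strong as hits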
Target sequence (Q92905 whole entry, looked up, one chain of several): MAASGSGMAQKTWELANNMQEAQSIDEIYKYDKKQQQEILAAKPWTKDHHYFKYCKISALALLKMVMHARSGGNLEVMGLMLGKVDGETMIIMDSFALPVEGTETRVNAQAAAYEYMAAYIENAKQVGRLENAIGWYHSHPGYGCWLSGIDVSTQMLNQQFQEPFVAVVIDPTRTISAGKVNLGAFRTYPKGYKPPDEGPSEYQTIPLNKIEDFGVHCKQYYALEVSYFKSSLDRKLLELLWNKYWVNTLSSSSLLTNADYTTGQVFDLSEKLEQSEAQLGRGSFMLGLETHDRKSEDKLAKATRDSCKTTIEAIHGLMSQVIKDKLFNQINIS
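test system = HEK293T-derived human Csn5 enzyme | amount = 0.24 nM Csn5 enzyme, final concentration | medium = Tris/NaCl/DTT buffer, pH 7.5 | schedule = 90 min reaction at room temperature | signal = FP | evaluation = inhibition of Csn5 cleavage, % | compound dosing = single dose of 12.5 µM compound with 0.25% DMSO | probe or stimulus = 10 nM SCFSkp2-Nedd8OG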
STEP inh = inhibitors of human striatal-enriched phosphatase STEP. P54829. recombinant STEP, OMFP fluorogenic substrate, fluorescence. inhibition, % at 20 µM. 360,000 tested, 0.25% active. AID 588621;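 active = inhibition at 20 µM, scaled per plate between control wells, above about 37%, limit read from the data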;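 also: 0% = DMSO with enzyme and substrate and 100% = substrate only without enzyme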
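Assay system: isolated STEP enzyme. Buffer or medium: pH 6.0 Bis-Tris with DTT and Tween 20. Also added: fluorogenic phosphatase substrate OMFP at 25 µM final. Dosing: 20 µM, 1% DMSO. Timing: 20 min reaction, room temperature, in the dark. Measured by: fluorescence intensity, excitation 480 nm, emission 540 nm. Evaluation: normalized % inhibition.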
Rpn11 block = Rpn11 (human) deubiquitinase inhibition; O00487; human 26S proteasome, Ub4-pepOG fluorescence polarization; 20S core pre-blocked with epoxomicin; calls only at 20 µM; 360,000 tested, 0.59% active; AID 588493;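 active = inhibition at 20 µM, scaled to each plate's controls, above about 33%, limit read from the data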
Target sequence (O00487 whole entry, looked up): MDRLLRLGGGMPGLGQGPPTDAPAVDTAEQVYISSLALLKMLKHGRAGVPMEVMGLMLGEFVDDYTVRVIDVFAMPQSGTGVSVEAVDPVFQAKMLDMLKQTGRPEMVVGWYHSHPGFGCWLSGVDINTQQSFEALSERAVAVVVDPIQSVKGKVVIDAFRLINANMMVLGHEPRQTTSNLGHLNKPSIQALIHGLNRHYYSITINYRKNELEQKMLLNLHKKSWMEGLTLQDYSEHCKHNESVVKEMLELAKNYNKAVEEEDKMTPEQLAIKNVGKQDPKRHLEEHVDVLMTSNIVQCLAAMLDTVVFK
Scp1 inh = inhibitors of human Scp-1 phosphatase. Q9GZU7. Recombinant Scp1, phosphopeptide, malachite green phosphate absorbance. inhibition, % at 20 µM. 340,000 tested, 0.88% active. AID 493091;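 active = inhibition above about 50% at 20 µM, limit read from the data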;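 also: plate controls were DMSO wells with enzyme for no effect and wells lacking enzyme for full effect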
Target sequence (Q9GZU7 76-261 limits assumed): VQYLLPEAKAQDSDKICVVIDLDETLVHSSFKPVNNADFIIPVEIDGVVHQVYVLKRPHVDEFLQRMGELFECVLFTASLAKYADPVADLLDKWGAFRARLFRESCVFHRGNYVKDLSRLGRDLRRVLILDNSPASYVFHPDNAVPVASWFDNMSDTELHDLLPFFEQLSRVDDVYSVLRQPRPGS
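Times: enzyme reaction 45 min at room temperature, colour 5 min, stabilisation 30 min. Material: SCP-1 catalytic fragment, aa 76-261. Medium: Acidic Tris acetate buffer with magnesium and detergent. Signal: colorimetric free-phosphate detection, absorbance 630 nm. Read-out basis: % inhibition of SCP-1 phosphate liberation. Reagent: Phosphorylated 17-residue peptide substrate.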
LMPTP inh = blocks human LMPTP phosphatase; recombinant LMPTP-A, OMFP fluorogenic substrate, fluorescence intensity; inhibition, % at 20 µM; 360,000 tested, 0.22% active; AID 651560;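 active = compounds that cut the enzyme signal by at least half of the control window in the single-dose screen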;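 also: plate controls were DMSO wells with enzyme plus substrate for no effect and substrate without enzyme for full effect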
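Assay system: LMPTP-A phosphatase enzyme | Input: 0.625 nM enzyme | Also added: Fluorogenic phosphatase substrate OMFP at 400 µM final | Compound dosing: One test concentration per compound, 20 µM, with 3% DMSO overall | Schedule: 50 min enzyme reaction at room temperature, protected from light | Signal: Fluorescence intensity | Benchmarks: no-enzyme and uninhibited controls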
* hit, by the source's call; i = inactive; · = no result given; & = joins results of further samples.

smiles,SUMO1 PPI mod,NadD block,Neddylation inh,Rin1 Abl inh,DNMT1 block,CSN deneddyl inh,STEP inh,Rpn11 block,Scp1 inh,LMPTP inh
Cc1nnc(SCC(=O)Nc2ccccc2C(=O)NC2CC2)s1,1.3,1.9,i,-0.5,4.6,-1.6,-2.4,i,-1.0,-0.5
CCCCNS(=O)(=O)c1ccc2nc(SCC(=O)c3ccccc3OC)[nH]c2c1,6.2,4.5,i,0.3,-4.6,-6.8,5.4,i,-1.1,0.9
Cc1nc(N/N=C/c2ccc(O)cc2)c2cnn(-c3ccccc3)c2n1,12.7,8.1,·,0.8,-3.9,4.1,-0.7,i,-1.4,4.7
Cc1ccc(Cn2cnc3c(cnn3-c3ccc(F)cc3)c2=O)cc1,1.2,-2.1,i,2.3,9.1,-0.8,2.1,i,-11.8,1.1
O=C(Oc1c(CN2CCOCC2)cc(Cl)c2cccnc12)c1ccccc1F,-8.4,-1.4,i,1.4,0.9,-0.7,7.1,i,-17.0,-1.1
CCN1C(=NCCc2ccccn2)N[C@@H](c2cccc(C(F)(F)F)c2)C(C(=O)OC)=C1C,5.4,-4.3,i,-0.8,4.2,-0.9,0.8,i,12.8,-1.4
C[C@H]1CN([C@@H](C)CO)S(=O)(=O)c2ccc(Br)cc2O[C@H]1CN(C)C(=O)CN(C)C,0.5,0.0,i,5.8,1.7,-0.9,-1.0,i,·,0.3
OCCNc1nc(N2CCCCC2)nc2ccccc12,5.4,-5.8,i,2.4,-0.9,-3.5,0.9,i,-8.6,2.9
COc1cccc(NC(=O)COc2nc3ccccc3nc2C)c1,-8.6,-2.6,i,1.8,-4.3,-1.1,1.1,i,-4.4,1.1
COc1ccc(-c2n[nH]c(=S)n2-c2ccc(Br)cc2)cc1OC,-0.7,3.5,i,1.4,0.6,1.0,-1.9,i,-7.3,-1.1
Cc1ccccc1S(=O)(=O)Cc1ccc(C(=O)NC2CCC(C)CC2)o1 (stereo not given),3.8,2.8,i,-1.5,1.9,-1.7,7.5,i,-1.7,-0.2
Cn1c(N2CCCC2)nc2c1c(=O)n(Cc1cccc(F)c1)c(=O)n2C,5.9,5.1,i,-0.2,0.6,3.4,-2.6,i,-2.5,-1.4
Cc1nc2c(C)cccn2c(=O)c1NC(=O)c1ccco1,-5.7,-2.7,i,-2.4,-7.0,2.3,-2.6,i,-6.6,-0.2
C=CCNc1nc2c(c(=O)n(C)c(=O)n2C)n1CC,6.0,-3.8,i,-1.1,1.0,-0.3,-1.1,i,-9.8,-2.6
Cc1ccnc2nc(C(=O)OCC(=O)NCc3cccc(Cl)c3)nn12,3.7,2.3,i,4.7,1.6,-1.8,-1.7,i,10.4,-1.0
Cc1cccc(C(=O)O/N=C2\CCS(=O)(=O)c3sccc32)c1,-4.8,-2.8,i,3.3,3.9,1.4,0.5,i,-1.6,-1.3
COc1ccc(/C=N/NC(=O)CN2CCSCC2)cc1C,-5.6,-1.3,i,2.4,-2.2,-7.2,0.3,i,-5.3,-2.4
CC1CCN(C(=O)c2ccc3c(c2NCCO)C(=O)c2ccccc2C3=O)CC1,-27.2,-0.9,i,-20.9,-6.2,-10.9,8.9,i,-4.6,5.4
Cc1ccc(-c2cc(C(=O)O)c3cc(Br)ccc3n2)s1,-20.0&-16.3,-0.9&-2.9,i,-3.8&-5.9,-3.1&1.2,3.9&2.0,0.6&-0.2,i,-4.5&0.4,-0.7&-0.2
O=c1/c(=C\c2cc([N+](=O)[O-])cc([N+](=O)[O-])c2O)sc2nc3ccccc3n12,26.9,19.2,i,4.2,18.3,13.7,35.4,·,80.3*,9.1

4 compounds out of the list, sorted by SMILES length, low to high.
smiles,SUMO1 PPI mod,NadD block,Neddylation inh,Rin1 Abl inh,DNMT1 block,CSN deneddyl inh,STEP inh,Rpn11 block,Scp1 inh,LMPTP inh
C=CCNc1nc2c(c(=O)n(C)c(=O)n2C)n1CC,6.0,-3.8,i,-1.1,1.0,-0.3,-1.1,i,-9.8,-2.6
Cc1ccnc2nc(C(=O)OCC(=O)NCc3cccc(Cl)c3)nn12,3.7,2.3,i,4.7,1.6,-1.8,-1.7,i,10.4,-1.0
CC1CCN(C(=O)c2ccc3c(c2NCCO)C(=O)c2ccccc2C3=O)CC1,-27.2,-0.9,i,-20.9,-6.2,-10.9,8.9,i,-4.6,5.4
O=c1/c(=C\c2cc([N+](=O)[O-])cc([N+](=O)[O-])c2O)sc2nc3ccccc3n12,26.9,19.2,i,4.2,18.3,13.7,35.4,·,80.3*,9.1

New compounds follow.
smiles,SUMO1 PPI mod,NadD block,Neddylation inh,Rin1 Abl inh,DNMT1 block,CSN deneddyl inh,STEP inh,Rpn11 block,Scp1 inh,LMPTP inh
NS(=O)(=O)c1ccc(N2CCOCC2)c(C(=O)NCc2cccs2)c1,1.7,0.2,i,1.1,4.7,2.5,2.7,i,1.1,0.9
NC(=O)C1(N2CCCCC2)CCN(CC(=O)Nc2ccccc2Sc2ccccc2)CC1,4.4,-0.1,i,2.0,-7.4,1.6,-1.5,i,-5.9,-0.4
C(=C\c1ccccc1)/C=N/Nc1nc2ccccc2s1,-3.5,6.9,·,-3.0,-9.1,-1.4,1.1,i,1.5,2.7
O=C(CCCN1C(=O)c2ccccc2C1=O)Oc1ccc(Cl)cc1,-5.6,-9.0,i,1.3,-0.8,29.0,0.6,i,-7.4,0.2
COc1ccc(-c2nnc(SCC(=O)NC3CCCCC3)o2)cc1OC,2.7,-8.0,i,-0.3,-0.8,-6.0,-4.1,i,3.4,-1.9
COc1ccc(C=O)cc1Cn1ccnc1C,6.4,-3.3,i,2.6,1.8,-3.4,2.3,i,3.2,1.2
O=C(COC(=O)/C=C/c1ccc(Cl)cc1)NCc1cccs1,1.0,1.7,i,-0.4,14.3,-2.0,-1.0,i,·,-0.7
CC(=O)N1c2ccc(S(=O)(=O)N3CCC(C(=O)N4CC(C)CC(C)C4)CC3)cc2CC1C (stereo not given),-2.3,0.0,i,-3.4,2.7,4.2,1.2,i,4.7,-1.4
O=C(COC(=O)Cc1ccc([N+](=O)[O-])cc1)NC1CCCCCC1,-16.2,4.6,i,2.3,3.1,4.3,0.3,i,-2.4,1.3
COc1ccc(NC(=O)NCCN2CCCCC2)cc1,1.0,-8.2,i,2.7,-0.1,-3.8,1.1,i,-4.7,-1.5
CC(C)OC(=O)C1CC=CCC1C(=O)Nc1ccc(Cl)cc1 (stereo not given),-3.8,-3.0,i,1.7,-2.1,2.0,-3.4,i,-4.2,-0.4
COCCn1nnnc1C(CC(C)C)N1CCN(c2nc3ccccc3s2)CC1 (stereo not given),2.6,1.3,i,9.3*,-0.7,3.0,-3.9,i,-3.3,1.1
CCCCC(=O)NC(=S)Nc1cccc(NC(=O)c2ccccc2)c1,0.0,-8.1,i,6.5,-2.1,-10.9,-2.3,i,3.4,-0.7
O=C(C(Cc1ccccc1)n1cccc1)N1CCN(c2ccccc2)CC1 (stereo not given),4.9,-2.6,i,2.9,-2.7,0.4,0.6,i,-0.3,0.6
COCCOC(=O)C1=C(C)N=C2SCCC(=O)N2C1c1cccc(Br)c1 (stereo not given),-0.9,-6.2,i,0.6,-2.1,-4.0,0.0,i,-6.8,0.9
COc1ccccc1-c1nnc(NC(=O)c2ccc3c(c2)OCO3)s1,2.2,2.0,i,-0.8,54.8*,-4.9,0.3,i,-4.1,3.3
COCCn1c(SCC(=O)Nc2cc(C(C)(C)C)nn2-c2ccccc2)nnc1-c1ccncc1,-2.8,-0.1,i,0.0,0.9,-1.5,0.0,i,1.4,-1.2
COCc1cccc(C2=CC(=O)C[C@H](c3ccc(F)cc3)C2)c1,-19.1,-9.6,i,2.2,-1.8,-1.8,5.6,i,-1.9,-0.2
CCOC(=O)[C@]12CCC=C1N(Cc1ccco1)C(=O)[C@H](CC(=O)N1CCC(c3ccccc3)CC1)C2,3.0,28.1,i,·,·,0.4,·,·,·,-0.1
N#CC1=C(N)SC(N)=C(C#N)C1c1c(Cl)cccc1Cl,-4.1,-0.4,i,-6.4,-15.2,78.3,-6.0,·,0.3,0.9
CN(C)C(=O)c1cccc(-c2cnc3c(NC=O)cc(-c4ccccc4Cl)cn23)c1,-4.2,8.3,i,-2.0,-5.5,3.6,1.9,i,·,1.2
Cc1ccc(S(=O)(=O)/N=C(/Nc2ccccn2)c2ccc(Cl)cc2)cc1,0.0,0.5,i,1.6,0.9,-5.1,0.6,i,1.1,0.3
Cc1nc(C)c(C(=O)Nc2ncc([N+](=O)[O-])s2)o1,-6.5,-0.1,i,-1.7,69.2*,24.1,-0.1,i,11.8,2.5
Cc1ccc(C(=O)N(C)Cc2nc3ccccc3c(=O)[nH]2)cc1NC(=O)c1ccco1,-0.2,3.3,i,2.1,1.3,-2.6,2.3,i,-1.0,3.0
COc1ccc(CCNC(=O)Cc2cc3c(cc2[N+](=O)[O-])OCO3)cc1OC,-27.3,0.0,i,-2.1,-7.4,-3.6,-1.6,i,4.7,-1.3
O=C(CSc1nnnn1-c1ccc(F)cc1)Nc1ccc(N2CCOCC2)c(Cl)c1,4.8,-3.1,i,2.8,-4.4,0.9,0.4,i,-3.4,0.0
COc1ccc2c(c1)N(C[C@H](C)CN(C)C)c1ccccc1S2,-2.8,6.9,i,1.0,1.0,-7.2,-0.9,i,-9.0,0.3
Cc1oc2c(CN3CCOCC3)c(O)ccc2c(=O)c1-c1ccc(Br)cc1,1.7,-1.3,·,0.2,-0.5,3.3,4.2,i,-15.4,-1.5
O=C(N/N=C/c1c(Cl)[nH]c2ccccc12)c1ccc2c(c1)OCCO2,1.1,3.2,i,-0.3,-10.6,-1.6,1.6,i,-14.4,1.5
CCOC(=O)CN1C(=O)N[C@@H](c2ccccc2)C(C(C)=O)=C1C,-3.9,-1.0,i,1.4,2.3,4.7,-2.7,i,-3.5,0.4
O=C(Cn1[nH]c(=O)c2ccccc2c1=O)OCC(=O)c1ccccc1Cl,-0.6,-5.0,i,2.3,2.4,2.5,0.0,i,5.2,-0.7
CC(C)(C)c1csc(SCC(=O)Nc2ccc(Cl)cn2)n1,-1.9,0.5,i,-0.6,5.5,-5.6,2.3,i,-7.0,1.8

An unsorted share of the library; 3.8% or so of the library scored in one or more.
